Compound activity as filed in PubChem BioAssay.
bCat nuc transl = modulators of beta-catenin nuclear translocation, primary screen, imaging, HeLa cells, immunofluorescence, high-content | hit rate 0.3% among 190,000 | nuclear translocation activity, % at 5 µM;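 active = nuclear translocation activity above 50% at 5 µM, with a well cell count of 50 or more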;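 also: per-cell ratio of nuclear to cytoplasmic median beta-catenin stain intensity; plate controls were DMSO negative control for no effect and GSK-3 inhibitor IX positive control for full effect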
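Test system: human HeLa cell line; Doses: 5 µM primary, 0.02–20 µM confirmation; Incubation: 24 h compound exposure, 37°C; Detection: beta-catenin immunofluorescence imaging with DAPI; Read-out: beta-catenin nuclear/cytoplasmic ratio, % activation.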
Dynein transport = inhibitors of GR-EGFP nuclear translocation, primary screen, dynein cargo transport inhibitor project, imaging, high-content, 3617.4 mouse cells | AID 1381, 2008 | z-score, hits read low | hit rate 0.47% among 220,000 | test concentration mostly 20 µM; stimulated with dexamethasone, 1 µM; hits give low values;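 active = plate z-score of nuclear minus cytoplasmic receptor signal below a set negative limit, without overly bright fluorescence or cell loss, cut at about -3.5 in these data, passing the limit was not always enough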;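 also: z-score of nuclear minus cytoplasmic ring GR-EGFP intensity difference per well; some compounds called inactive have numbers as strong as hits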
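Buffer or medium – tet-free medium with charcoal-stripped serum · Signal – automated 10x imaging of fixed Hoechst-stained cells · Also added – dexamethasone agonist, 1.0 µM final, for 30 min · Incubation – induction 48 h, compound 1 h, agonist 30 min · Read-out – GR-EGFP nuclear translocation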
Autophagy HCS = autophagy modulators in MEF cells, primary screen, imaging, high-content, MEF GFP-LC3; MEF GFP-LC3 puncta imaging; test concentration mostly 10 µM; AID 463193, 2010; calls only at 10 µM (by protocol); hit rate 0.98% among 190,000;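 active = percentage of spot-positive cells more than 3 SD above its plate mean, without a fluorescence outlier flag or 80% toxicity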;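 also: spot-positive cell cutoff set from DMSO-treated cells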
Insulin prom up = insulin promoter activators in MIN6 cells, imaging, high-content screening, mouse beta cells; z-score at 5 µM; MIN6 insulin promoter-GFP reporter; hits give high values; hit rate 0.3% among 190,000;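 active = z-score above 3 at 5 µM with at least 500 cells counted in the well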
Yfh1-depleted yeast = enhancers of respiration in Yfh1-depleted yeast, dose response, Friedreich's ataxia, plus single-dose screen (AID 1465); S. cerevisiae Yfh1-off respiration, WST-1 reduction, 72 h; higher fold induction means a stronger effect; one-dose fold induction at 50 µM; EC50 in µM for titrated hits; hit rate 0.074% among 220,000;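 active = fold induction of absorbance versus untreated yeast above a set limit, then at least 30% activation at any dose in follow-up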;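 also: activators that raise dye reduction in frataxin-depleted yeast; strong numbers were not always called active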
Lipid droplet = inhibitors of hepatocyte lipid droplet formation, primary screen, imaging, high-throughput imaging, BODIPY stain; AML12 mouse hepatocytes, oleate lipid droplets; inhibition, % at 6.5 µM; hit rate 0.4% among 240,000; AID 1656, 2009;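 active = lipid droplet intensity inhibited by at least 50%, with more than 500 cells counted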
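Test system: AML12 mouse liver cells; schedule: overnight exposure; technique: high-content imaging of BODIPY-stained droplets and DAPI nuclei; read-out: % inhibition of corrected integrated BODIPY droplet signal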
MT stabilize HCS = microtubule stabilizers in HeLa cells, primary screen, imaging, high-content imaging; AID 2205, 2009; HeLa tubulin immunostaining HCS, 24 h; share of cells brighter than vehicle mean+2SD; hit rate 0.83% among 200,000; % tubulin-high responders, % at 10 µM;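 active = plate Z-score above 3 for both tubulin-high and condensed-nucleus cell shares, with cell loss under 80%, at 10 µM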;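 also: anti alpha tubulin signal scored within the nucleus-defined area of each cell; some results filed as inactive read as strong as hits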
HEK293 NOD2/NF-kB = NOD2 signaling inhibitors, cell-based, luminescence, uHTS, HEK293 (AID 1566) | HEK293 NOD2/NF-kB luciferase reporter, luminescence; higher % means a stronger effect | inhibition, % at 4 µM, or EC50 in µM where a hit was titrated | hit rate 0.63% among 290,000; in the data active = inhibition above about 50%; also: many of its hits are not listed in these tables
WT yeast gro inh = growth inhibition of WT strain, primary screen, mitochondrial fusion inhibitor project, WT and mutant strains, chemical genetic. inhibition, % at 10 µM. hit rate 2.1% among 190,000. mitochondrial fusion phenotypic screen; in the data active = inhibition above about 58%; tested in S. cerevisiae
WT yeast gro inh mutant strain = recorded beside WT yeast gro inh, whose call it bears; inhibition, %; mitochondrial fusion phenotypic screen, mutant strain inhibition
Dynein transport cytoplasmic EGFP = second read-out of Dynein transport, no call of its own (marks repeat the call); z-score; measured here: cytoplasmic GR-EGFP intensity; hits give high values
Dynein transport nuclear GR-EGFP = also measured in Dynein transport; calls as there; z-score; measured here: nuclear GR-EGFP intensity;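 lower value marks the stronger effect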
Dynein transport cell count = recorded beside Dynein transport, whose call it bears; z-score; measured here: cell count per field
Insulin prom up cell count = recorded beside Insulin prom up, whose call it bears; cell count; measured here: cytotoxicity, nuclei count;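 total cells summed across four imaged fields per well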
Lipid droplet cells 6.5 µM = also measured in Lipid droplet; calls as there; cell count; measured here: cell count, cytotoxicity flag;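 cells counted across two imaged fields per well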
bCat nuc transl cell count 5 µM = recorded beside bCat nuc transl, whose call it bears; cell count; measured here: cell count, cytotoxicity flag
MT stabilize HCS Hoechst-high % = second read-out of MT stabilize HCS, no call of its own (marks repeat the call); % Hoechst-high responders; measured here: nuclear condensation Hoechst responders;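 share of cells brighter than vehicle mean plus two SD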
MT stabilize HCS cytotoxicity % = second read-out of MT stabilize HCS, no call of its own (marks repeat the call); toxicity, %; measured here: cytotoxicity by cell density;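 0% = mean cell density of plate MIN control wells and 100% = no cells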
Autophagy HCS cell loss 18 h = recorded beside Autophagy HCS, whose call it bears; toxicity, %; measured here: cell loss, nuclei count;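 cell loss after 18 h compound exposure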
Starred values were filed as active, the others as inactive; i = inactive; . = not tested or not shown. This is a subset; rates above refer to the full screens.

SMILES | bCat nuc transl | bCat nuc transl cell count 5 µM | Dynein transport | Dynein transport cytoplasmic EGFP | Dynein transport nuclear GR-EGFP | Dynein transport cell count | Autophagy HCS | Autophagy HCS cell loss 18 h | Insulin prom up | Insulin prom up cell count | Yfh1-depleted yeast | Lipid droplet | Lipid droplet cells 6.5 µM | MT stabilize HCS | MT stabilize HCS Hoechst-high % | MT stabilize HCS cytotoxicity % | HEK293 NOD2/NF-kB | WT yeast gro inh | WT yeast gro inh mutant strain
N/C(=N\OC(=O)c1cccc(Br)c1)c1ccncc1 | 0.8 | 949 | -0.16 | -0.16 | 0.13 | 1.1 | i | 16 | -0.34 | 1621 | i | 12 | 672 | 2.7 | 2.3 | 2.9 | -56% | 4 | 7
Cc1ccccc1C(=O)c1cccn1CC(=O)NC(C)c1ccc2c(c1)OCCO2 (stereo not drawn) | 0.0 | 975 | -1.7 | -0.16 | -0.23 | 2.1 | i | 5 | 0.43 | 1158 | i | -6 | 688 | 2.3 | 1.3 | 7.5 | 10% | -5 | 9
Cc1cnc(C(=O)OCC(=O)NC23CC4CC(CC(C4)C2)C3)cn1 | 0.2 | 1008 | 0.99 | -0.11 | 1 | 0.14 | i | -7 | 0.58 | 794 | i | 10 | 772 | 1.8 | 1.3 | 4.6 | 6% | -2 | 2
NS(=O)(=O)c1ccc(N=NN2CCCCC2)cc1 | -2.5 | 1189 | 0.5 | -0.35 | 0.17 | -0.0029 | i | 1 | -0.21 | 1482 | i | 3 | 741 | 5.8 | 1.7 | 7.7 | -34% | -15 | 1
C(=N\N(Cc1ccccc1)c1ccccc1)/c1cccnc1 | -0.4 | 1092 | -0.51 | -0.36 | -0.58 | 0.52 | i | -1 | -0.88 | 1411 | i | -14 | 649 | 1.9 | 2.3 | 7.6 | -1% | 74* | 29*
CCc1ccc(NC(=O)c2cc(CC(C)C)on2)cc1 | 2.3 | 1048 | 0.64 | -0.11 | 0.7 | 0.092 | i | 38 | 0.73 | 1835 | i | -1 | 677 | 4.5 | 2.4 | 7.9 | -43% | 4 | -5
Cc1ccc(CCNC(=O)c2ccc(CS(=O)(=O)Cc3ccccc3F)o2)cc1 | -3.5 | 1111 | -0.36 | -0.17 | 0.0072 | 0.55 | i | 1 | . | . | i | 18 | 820 | 1.5 | 1.7 | 4.7 | 12% | -15 | -6
COc1ccc(C(=O)COC(=O)Cn2nnc3ccccc32)cc1Br | . | . | -1 | -0.13 | -0.29 | 0.14 | i | 8 | 0.72 | 1148 | i | 4 | 670 | 1.2 | 1.4 | 5.2 | 7% | -3 | 13
Cn1cc(S(=O)(=O)NCC2CCCO2)c(=O)n(C)c1=O (stereo not drawn) | 0.3 | 1376 | 0.95 | -0.2 | 1.1 | -1.4 | . | . | 1.1 | 840 | i | 11 | 756 | . | . | . | -13% | . | .
FC(F)(F)c1ccc(NC2=NCCC2)cc1 | -2.0 | 561 | -0.16 | -0.21 | -0.033 | 0.59 | i | 19 | . | . | i | -6 | 719 | 3.9 | 1.3 | 6.9 | 7% | -1 | -3
S=C(NCCc1ccncc1)Nc1cccc2ccccc12 | 2.3 | 1006 | 1.3 | -0.23 | 0.93 | -0.93 | i | 0 | 0.04 | 1425 | i | -5 | 666 | 1.2 | 0.5 | 1.0 | -5% | 2 | -7
Cc1ccc(Oc2nnc(-c3ccc(C)cc3)c3ccccc23)cc1 | 2.0 | 1137 | 2.6 | -0.0076 | 2.4 | -3.7 | i | 10 | -0.37 | 1310 | i | -1 | 627 | 6.3 | 2.0 | 2.7 | -32% | -7 | 0
CCOC(=O)CNS(=O)(=O)c1ccc(C(=O)O)cc1 | 0.2 | 1379 | -0.068 | -0.18 | 0.11 | -0.085 | i | -12 | 0 | 1523 | i | . | . | 1.3 | 2.0 | 13 | 7% | -11 | -6
Cc1ccccc1CN1CCN(Cc2ccccc2C(F)(F)F)CC1 | -6.2 | 1262 | 0.65 | 0.046 | 0.83 | -0.39 | i | 3 | -0.81 | 984 | i | 11 | 798 | 1.0 | 2.0 | 11 | -10% | -25 | 1
CCCCNC(=O)c1ccc(CNS(=O)(=O)c2ccc(Br)cc2)cc1 | -1.1 | 1151 | -0.75 | -0.21 | -0.58 | -0.094 | i | 0 | 0.05 | 1596 | i | 7 | 652 | 1.7 | 1.9 | 9.8 | 7% | -39 | 5
Cc1ccc(OCC(O)CNS(=O)(=O)c2ccccc2C(=O)O)cc1 (stereo not drawn) | -5.2 | 1194 | 0.44 | -0.45 | 0.1 | 0.22 | i | -2 | . | . | i | 10 | 695 | 1.6 | 1.8 | 12 | 6% | 9 | 11
CCc1c(C)nc2[nH]nc(NC(=O)C(F)(F)F)n2c1=O | -1.1 | 849 | 0.038 | -0.42 | 0.36 | 0.54 | i | 13 | 0.76 | 1198 | i | . | . | 2.7 | 1.7 | 9.3 | -1% | 13 | 7
COC(=O)c1c(C)oc(C)c1S(=O)(=O)NCc1ccc(OC)cc1 | 1.1 | 1334 | 1 | -0.28 | 1.1 | -0.52 | . | . | 0.42 | 990 | i | 6 | 733 | . | . | . | 17% | . | .
c1ccc(CCc2nc(-c3ccccc3)no2)cc1 | -0.5 | 1486 | 0.4 | -0.11 | 0.59 | -0.13 | i | 5 | 0.51 | 1366 | i | . | . | 2.2 | 1.7 | 3.9 | -33% | 0 | 3
Cc1ccc(C(=O)NCCSc2ccc(Cl)cc2)cc1[N+](=O)[O-] | 4.6 | 1179 | -0.84 | -0.2 | -0.52 | 0.59 | i | 2 | . | . | i | -23 | 700 | 1.8 | 1.6 | 8.0 | 17% | 2 | 0

The final 4 records of the part before open the next one:
SMILES | bCat nuc transl | bCat nuc transl cell count 5 µM | Dynein transport | Dynein transport cytoplasmic EGFP | Dynein transport nuclear GR-EGFP | Dynein transport cell count | Autophagy HCS | Autophagy HCS cell loss 18 h | Insulin prom up | Insulin prom up cell count | Yfh1-depleted yeast | Lipid droplet | Lipid droplet cells 6.5 µM | MT stabilize HCS | MT stabilize HCS Hoechst-high % | MT stabilize HCS cytotoxicity % | HEK293 NOD2/NF-kB | WT yeast gro inh | WT yeast gro inh mutant strain
CCc1c(C)nc2[nH]nc(NC(=O)C(F)(F)F)n2c1=O | -1.1 | 849 | 0.038 | -0.42 | 0.36 | 0.54 | i | 13 | 0.76 | 1198 | i | . | . | 2.7 | 1.7 | 9.3 | -1% | 13 | 7
COC(=O)c1c(C)oc(C)c1S(=O)(=O)NCc1ccc(OC)cc1 | 1.1 | 1334 | 1 | -0.28 | 1.1 | -0.52 | . | . | 0.42 | 990 | i | 6 | 733 | . | . | . | 17% | . | .
c1ccc(CCc2nc(-c3ccccc3)no2)cc1 | -0.5 | 1486 | 0.4 | -0.11 | 0.59 | -0.13 | i | 5 | 0.51 | 1366 | i | . | . | 2.2 | 1.7 | 3.9 | -33% | 0 | 3
Cc1ccc(C(=O)NCCSc2ccc(Cl)cc2)cc1[N+](=O)[O-] | 4.6 | 1179 | -0.84 | -0.2 | -0.52 | 0.59 | i | 2 | . | . | i | -23 | 700 | 1.8 | 1.6 | 8.0 | 17% | 2 | 0
Cn1c(Br)nc2c1c(=O)n(CC(O)COc1ccccc1)c(=O)n2C (stereo not drawn) | -3.7 | 934 | 0.23 | -0.019 | 0.31 | 0.27 | i | 4 | 0.09 | 1238 | i | . | . | 1.6 | 4.0 | 11 | -1% | -3 | 2
CN1/C(=C\C(=O)Nc2cccc(Cl)c2)C(C)(C)c2ccccc21 | -0.2 | 1090 | -0.095 | -0.033 | 0.14 | -0.63 | i | 1 | -0.04 | 1294 | i | 1 | 626 | 3.4 | 1.8 | 6.0 | -6% | 78* | 8.9*
CC1(C)CC(CC(=O)O)CC(C)(C)N1 | 1.5 | 1033 | -0.75 | -0.36 | -0.023 | 0.69 | i | -2 | -0.46 | 1257 | i | -5 | 707 | 3.5 | 1.7 | 5.2 | 17% | 10 | -7
O=C(COc1ccccc1)Nc1ccccc1Cl | -2.1 | 553 | 0.047 | 0.72 | 0.2 | 0.085 | i | -29 | . | . | i | -2 | 714 | 2.2 | 1.8 | 13 | -33% | 9 | 10
CCOC(=O)c1c(OCCO)nn(-c2ccccc2)c1N | 0.9 | 1070 | -0.19 | -0.071 | 0.26 | 0.64 | i | 6 | -0.34 | 1240 | i | -4 | 737 | 5.9 | 2.8 | 10 | 10% | -11 | 17
Cc1ccc(C(C2=C(O)CC(C)(C)CC2=O)C2C(=O)CC(C)(C)CC2=O)s1 (stereo not drawn) | -1.5 | 1295 | -0.7 | -0.2 | 0.12 | -0.023 | i | 15 | 0.63 | 1533 | i | . | . | 2.5 | 1.7 | 10 | -4% | 7 | 9
COc1ccccc1NC(C#N)c1ccccc1OCc1ccccc1 (stereo not drawn) | -0.1 | 1007 | -0.7 | -0.15 | -0.57 | -0.32 | i | -2 | -0.15 | 1072 | i | -40 | 535 | 5.5 | 5.6 | 0.4 | 3% | -7 | 19
O=C1C(=C(c2ccccc2)c2ccccc2)Nc2ccccc21 | 2.3 | 979 | 0.72 | -0.21 | 0.64 | 0.54 | i | 20 | 0 | 654 | i | 10 | 773 | 1.9 | 0.6 | 3.6 | 27% | 13 | 38
COc1ccc(CN(Cc2cc3cccc(C)c3n3nnnc23)C(=O)N2CCOCC2)cc1 | -0.4 | 1011 | 1.1 | 0.4 | 0.88 | -1.6 | i | 26 | . | . | i | -1 | 725 | 1.8 | 1.0 | 6.2 | 4% | 5 | 8
CCCCCCC(=O)N/N=C(\C)Cc1ccccc1 | -4.0 | 1139 | -0.51 | -0.16 | -0.37 | 1.5 | i | 6 | . | . | i | 1 | 618 | 3.1 | 1.6 | 3.2 | 14% | 0 | -8
